Casp6 inh – caspase-6 (human) enzyme inhibition. P55212. purified caspase-6, Z-VEID-R110 cleavage fluorescence. inhibition, % at 12.5 µM. hit rate 0.53% among 350,000;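 active = mean inhibition across replicates at least about 35%, with every replicate also reaching that limit, limit read from the data; inconclusive = only one of the two criteria met; inactive = neither criterion met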;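 also: 0% = median of neutral control wells and 100% = no fluorescence left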
Target sequence (P55212 24-179 limits assumed): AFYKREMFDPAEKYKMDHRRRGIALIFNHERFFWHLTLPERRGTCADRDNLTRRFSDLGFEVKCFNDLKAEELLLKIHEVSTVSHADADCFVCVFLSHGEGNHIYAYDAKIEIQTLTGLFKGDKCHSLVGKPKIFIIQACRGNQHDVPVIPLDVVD
Target sequence (P55212 194-293 limits assumed): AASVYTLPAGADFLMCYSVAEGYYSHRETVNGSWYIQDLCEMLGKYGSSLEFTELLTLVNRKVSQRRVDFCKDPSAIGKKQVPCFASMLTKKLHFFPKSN
DENV2 CPE – protects cells from dengue virus 2 cytopathic effect. DENV2-infected cells, cytopathic effect rescue, plate reader. CPE inhibition, % at 9.99 µM. hit rate 1.7% among 350,000. AID 651640; in the data active = CPE inhibition above about 20%, passing the limit was not always enough; inconclusive = no clear call, values can overlap the other calls; tested in BHK-21 cells;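 also: 0% = median of neutral control wells and 100% = median of positive control wells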
F508del corr – correctors of CFTR F508del function in bronchial epithelial cells; CFBE cells, YFP halide quenching; stimulated with forskolin plus potentiator P3; % fluorescence drop versus neutral controls; activity (quench increase), % at 7.58 µM; hit rate 0.36% among 350,000; AID 720511;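 active = mean added fluorescence quench of at least 8% versus neutral control, with both replicates also reaching 8%; inconclusive = only one of the mean or replicate conditions met; inactive = mean below 8% and not both replicates reaching 8%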;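 also: cells transiently co-express mutant CFTR-F508del with the halide-sensitive YFP; corrector assay measuring rescue of mutant channel to the surface after 24 h compound exposure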
miR-122 sensor – miR-122 inhibition in Huh7 cells; Huh7 miR-122 Renilla luciferase sensor, 48 h; neutral wells = 0, positive control = 100; activation (reporter increase), % at 12.5 µM; hit rate 0.3% among 340,000; AID 602342;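 active = mean replicate activation score at least 90 and every replicate individually at or above 90; inconclusive = only one of the two criteria met; inactive = neither criterion met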;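 also: higher luciferase means less miR-122 activity so hits act as miR-122 inhibitors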
ERAP1 inh – inhibitors of human ERAP1 aminopeptidase. inhibition, % at 10.7 µM. hit rate 0.15% among 340,000. recombinant ERAP1, Leu-AMC fluorescence, 60 min;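 active = mean replicate inhibition of at least 30%, or all replicates individually reaching that 30% level; inactive = mean below 30% and not every replicate reaching it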;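 also: 0% = neutral control wells and 100% = L-leucinethiol positive control wells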
ERp5 inh – inhibitors of human ERp5; Q15084; ERp5 insulin aggregation, absorbance 650 nm, 90 min; inhibition, % at 9.99 µM; hit rate 0.05% among 350,000;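 active = mean replicate inhibition above about 25%, with every replicate also reaching it, limit read from the data, passing the limit was not always enough; inconclusive = only one of those two criteria met; inactive = neither criterion met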
Target sequence (Q15084 whole entry, looked up): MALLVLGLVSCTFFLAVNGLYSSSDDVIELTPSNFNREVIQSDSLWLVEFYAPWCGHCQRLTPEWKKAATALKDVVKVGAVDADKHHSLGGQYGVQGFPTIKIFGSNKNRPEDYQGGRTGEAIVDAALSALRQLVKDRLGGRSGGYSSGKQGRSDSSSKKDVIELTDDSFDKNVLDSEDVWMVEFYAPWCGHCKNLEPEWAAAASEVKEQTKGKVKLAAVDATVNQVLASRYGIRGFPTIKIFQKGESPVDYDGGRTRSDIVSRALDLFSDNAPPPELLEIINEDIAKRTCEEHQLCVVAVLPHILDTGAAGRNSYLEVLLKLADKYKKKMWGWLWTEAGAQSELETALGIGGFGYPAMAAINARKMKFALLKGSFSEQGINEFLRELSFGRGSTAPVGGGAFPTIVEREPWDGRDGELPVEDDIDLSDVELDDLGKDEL
SIRT5 block – sirtuin-5 (human) deacylase inhibition | hit rate 1.1% among 330,000 | Purified SirT5, succinyl-peptide AMC, trypsin-coupled fluorescence | Q9NXA8 | inhibition, % at 15 µM; in the data active = inhibition above about 15%; inconclusive = no clear call, values can overlap the other calls
Target sequence (Q9NXA8 whole entry, looked up): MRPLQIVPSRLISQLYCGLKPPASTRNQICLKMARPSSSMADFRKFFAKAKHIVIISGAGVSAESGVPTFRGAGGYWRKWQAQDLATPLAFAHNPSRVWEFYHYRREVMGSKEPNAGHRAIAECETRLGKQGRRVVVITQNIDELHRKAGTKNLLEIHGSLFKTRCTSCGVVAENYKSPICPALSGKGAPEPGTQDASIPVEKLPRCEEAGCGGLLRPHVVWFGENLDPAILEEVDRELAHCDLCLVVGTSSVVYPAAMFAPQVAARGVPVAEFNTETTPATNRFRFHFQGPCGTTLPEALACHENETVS
The depositor's hits bear a star; ? = inconclusive; · = no result given; & = joins results of further samples; [ ] = remark or other dose.

no.	SIRT5 block	ERAP1 inh	F508del corr	ERp5 inh	Casp6 inh	DENV2 CPE	miR-122 sensor	molecule
1	-1	-2	-2.1	2	5	4	-2	Cc1cc(C)c(NC(=O)COC(=O)C2=COCCO2)c(Cl)c1
2	-2	14	0.6	10	4	4	-2	CC(=O)Nc1cc(-c2cccnc2)cn2c(-c3ccc(F)cc3)cnc12
3	-1	1	1.4	7	1	17	-4	CCCCn1cnc2c(SCc3cccc(F)c3)nc(N)nc21
4	-12	0	-3.0	-9	-1	?	-1	COc1ccc(NC(=O)C2(C)CCN2C(=O)c2ccc(C(C)(C)C)cc2)cc1OC (stereo not given)
5	-1	-1	-3.8	-4	-3	·	4	Cc1ccc(NC(=O)c2ccc([N+](=O)[O-])cc2)cc1S(=O)(=O)N(C)C
6	-2	0	0.9	0	6	-8	-5	CCCOc1cccc(C(=O)N/N=C/c2ccoc2)c1
7	2	0	-1.1	1	-5	-3	·	O=C(O)Cn1c(=O)n(Cc2ccccc2)c2ccccc21
8	-1	2	-0.3	-2	-1	·	·	CCCCc1nnc(NC(=O)c2nc3nccc(C)n3n2)s1
9	·	·	-1.5	·	·	3	-17[16.7 µM]	CCNC(=O)C[C@@H]1CC[C@H]2[C@@H](COc3ccc(NC(=O)c4cccc(C(F)(F)F)c4)cc3C(=O)N2C)O1
10	5	·	6.7	-2	-1	-17	·	O=C(NCc1ccncc1)[C@@H]1CCCN1C(=O)[C@H]1CCCN1C(=O)c1cccc2ccccc12
11	5	·	-0.4	-1	2	-3	-6	COc1ccc(/C=N\Nc2ccc([N+](=O)[O-])cc2[N+](=O)[O-])c(C(=O)O)c1OC
12	-3&-1	-4&-1	-0.7&-1.4&-1.2	3&3	0&8	-10&-5	-3	C[C@H]1CN([C@@H](C)CO)C(=O)CCCn2cc(nn2)CO[C@@H]1CN(C)C(=O)Nc1ccc2c(c1)OCO2
13	-4	0	-3.7	2	2	4	·	O=C1NCCCN1Cc1ccc(Cl)cc1
14	-4	3	3.0	-6	-2	10	-1	CN(C)c1ccc(C(=O)NCCCSc2ccccc2)cc1
15	-2	-8	-2.5	2	0	?	48	O=c1c2cc(F)ccc2[nH]c(=S)n1Cc1ccc(F)cc1
16	-3	1	0.2	-4	82*	14	2	COc1ccc(C(=O)Nc2cc(C(=O)O)cc(C(=O)O)c2)cc1Cl
17	-1	4	0.0	1	-2	·	·	C=CCn1cnc2c(nnn2-c2ccc(C)c(Cl)c2)c1=O
18	10	8	0.0	0	-1	-7	·	O=C(CCN1CCCCC1)NCC[C@H]1CC[C@@H](NC(=O)C2CCCC2)[C@@H](CO)O1
19	0	-3	1.0	-2	-3	14	·	CCC(=O)N1[C@H](CO)[C@H](c2ccc(C3=CCCC3)cc2)[C@H]1CNC1CCCC1
20	·	2	0.7	-2	-3	3	0	COc1ccccc1-c1cc(C(F)(F)F)nc(NCc2cccs2)n1
21	0	5	-3.5	3	-3	-13	-2[16.7 µM]	C[C@@H]1CN([C@@H](C)CO)C(=O)Cc2cc(N(C)C)ccc2O[C@@H]1CN(C)Cc1ccncc1
22	0	5	-0.4	-12	0	11	5	Cc1cccc(NC(=O)NCC2CCN(c3ccc(S(=O)(=O)N4CCOCC4)cc3)CC2)c1
23	-2	0	-2.9	-2	1	-7	0[16.7 µM]	C[C@H](CO)N1C[C@H](C)[C@@H](CN(C)C)Oc2ccc(NS(C)(=O)=O)cc2CC1=O
24	-12	-75	2.2	5	1	8	13	Cc1ccc(S(=O)(=O)c2cc3c(=O)n4ccccc4nc3n(CCCN3CCOCC3)c2=N)cc1C

One compound at a time, from the list above. Values in the order: SIRT5 block	ERAP1 inh	F508del corr	ERp5 inh	Casp6 inh	DENV2 CPE	miR-122 sensor
Entry for O=C1NCCCN1Cc1ccc(Cl)cc1 → -4	0	-3.7	2	2	4	·
Entry for O=C(CCN1CCCCC1)NCC[C@H]1CC[C@@H](NC(=O)C2CCCC2)[C@@H](CO)O1 → 10	8	0.0	0	-1	-7	·
Entry for CN(C)c1ccc(C(=O)NCCCSc2ccccc2)cc1 → -4	3	3.0	-6	-2	10	-1
Entry for COc1ccccc1-c1cc(C(F)(F)F)nc(NCc2cccs2)n1 → ·	2	0.7	-2	-3	3	0
Entry for C[C@@H]1CN([C@@H](C)CO)C(=O)Cc2cc(N(C)C)ccc2O[C@@H]1CN(C)Cc1ccncc1 → 0	5	-3.5	3	-3	-13	-2[16.7 µM]

More compounds follow.
no.	SIRT5 block	ERAP1 inh	F508del corr	ERp5 inh	Casp6 inh	DENV2 CPE	miR-122 sensor	molecule
25	·	2	1.6	0	0	·	1	O=C1C[C@H](c2ccc(O)cc2)Oc2cc(O[C@@H]3O[C@H](CO)[C@@H](O)[C@H](O)[C@H]3O)cc(O[C@@H]3O[C@H](CO)[C@@H](O)[C@H](O)[C@H]3O)c21
26	-1	0	1.7	0	-3	1	2	NC(c1csc(Nc2ccc(C(=O)NCCCO)cn2)n1)c1ccccc1Cl (stereo not given)
27	-8	·	1.1	-1	-1	-14	·	COCCCn1cc(CN2CC(N3CCCC3)CS2(=O)=O)nn1 (stereo not given)
28	-3	1	-1.4	1	3	-12	·	CCCCCn1c(SCC(=O)CC(=O)OCC)nc2cc(C(=O)N3CCC(C(N)=O)CC3)ccc2c1=O
29	-3	0	0.8	1	2	-2	·	O=C(Nc1cccc(Cl)c1)OC1CCCCc2cccnc21 (stereo not given)
30	0	0	0.2	-11	-2	?	·	CC1CCCC(NC(=O)COC(=O)c2cccc(S(=O)(=O)N3CCCCC3)c2)C1C (stereo not given)
31	9	3	·	4	7	1	·	Cc1ccc(NC(=O)C[C@H]2CC[C@H]3[C@@H](COc4ccc(NC(=O)C5CCC5)cc4C(=O)N3C)O2)cc1
32	·	-2	1.3	0	0	?	-3[16.7 µM]	C[C@H]1CN([C@@H](C)CO)C(=O)c2cc(NS(C)(=O)=O)ccc2O[C@@H]1CN(C)CC1CC1
33	0	-1	3.3	3	4	-1	·	O=C(CCSCc1ccccc1)Nc1ccc2c(c1)OCCO2
34	-2	2	3.2	-1	-7	8	1	Cc1nccn1CC(=O)N/N=C/c1ccccc1O
35	0	0	1.4	5	-2	4	·	CCc1ccc(CN(C)CC(=O)Nc2ccc3c(c2)CCC3)cc1
36	0	-1	·	3	0	-2	·	COc1ccc(-c2n(Cc3ccccc3)c3ccccc3[n+]2Cc2ccccc2)cc1
37	-3	2	2.0	-2	0	8	6[16.7 µM]	CCCC#Cc1ccc([C@@H]2[C@H](CO)N3CCCCN(Cc4ccncc4)C[C@@H]23)cc1
38	-5	-2	4.0	-2	4	2	·	CC12CCC(=O)N1C(C(=O)Nc1cccc(S(=O)(=O)N3CCCCC3)c1)CS2 (stereo not given)
39	2	0	1.4	3	1	-17	9[16.7 µM]	CN1CCCCN2[C@H](CO)[C@H](c3ccc(C#Cc4ccccc4F)cc3)[C@@H]2C1
40	-3	2	-1.7	-3	1	-2	-4	O=C(COC(=O)CCc1ccccc1)Nc1ccc(F)cc1Cl
41	2	0	-4.0	2	1	-2	3	COc1ccc(CCN(Cc2ccccn2)C(=S)Nc2cccc(SC)c2)cc1OC
42	1	1	-0.2	-1	0	-9	11[16.7 µM]	Cn1cnc(S(=O)(=O)N2CCCCN3[C@H](CO)[C@@H](c4ccc(-c5cccc(F)c5)cc4)[C@H]3C2)c1
43	-1	1	1.4	-3	2	-4	4	Cn1nc(C(=O)N2CCN(S(=O)(=O)c3ccc(Cl)cc3)CC2)c2ccccc2c1=O
44	0	3	-1.7	-11	0	?	10	CC(=O)C1=CCC(c2ccccc2)N(S(=O)(=O)c2ccc(C)cc2)C1 (stereo not given)
45	2&5&4	-2&2&2	-0.7&-1.2&-1.7	0&-5&-6	8&-3&-1	-1&-12&-3	-2	C[C@H]1CN([C@@H](C)CO)S(=O)(=O)c2ccc(Br)cc2O[C@@H]1CN(C)Cc1ccccc1
46	1	-3	-1.3	3	3	?	-1	Cc1cc(C)n(-c2nc(SCCN3CCOCC3)c3c4c(sc3n2)CCCC4)n1
47	1	1	0.3	1	1	-4	-4	Cn1cccc1C1C(C#N)=C(N)OC2=C1C(=O)CCC2 (stereo not given)
48	1	-2	0.1	-2	0	3	0	COC(=O)c1ccc(/C=N/n2cnnc2)cc1
49	0	-3	1.5	5	-3	-4	·	O=C1C2C3C=CC(C3)C2C(=O)N1c1n[nH]c(-c2cccnc2)n1 (stereo not given)
50	-2	0	-3.0	4	-1	-8	-2[16.7 µM]	COCC(=O)Nc1ccc2c(c1)[C@@H]1C[C@H](CC(=O)NC3CCCCC3)O[C@@H](CO)[C@@H]1O2
51	-1	1	0.9	1	-2	-5	6	O=C(CCc1nc(-c2ccc(F)cc2)no1)NCc1ccccc1CN1CCOCC1
52	-7	13	-2.5	3	2	·	-9	O=C1CSC(c2cccs2)N1c1ccccc1 (stereo not given)
53	-1	0	-1.5	6	3	-2	-6[16.7 µM]	CCCNC(=O)N(C)C[C@H]1Oc2ncc(-c3ccc(F)cc3)cc2C(=O)N([C@H](C)CO)C[C@H]1C
54	-5	8	0.1	4	-4	8	1	COc1cc(OC)c(NC(=O)CC(=O)Nc2cc(Cl)c(OC)cc2OC)cc1Cl
55	-15	2	1.2	0	4	0	·	O=C(/C=C/c1ccco1)NCC(=O)N/N=C/c1ccccc1[N+](=O)[O-]
56	·	·	-1.4	·	·	?	-7[16.7 µM]	CC(C)NC(=O)N1[C@H](CO)[C@@H](c2ccccc2)[C@@H]1CN(C)C(=O)c1ccccc1
57	-2	-1	-0.6	-1	-1	3	-3	CCOC(=O)C(C)N(c1ccccc1Cl)S(C)(=O)=O (stereo not given)
58	-7	-2	-2.6	3	0	-3	6	CCN(CC)C(=O)c1nn(Cc2ccccc2)c(=O)c2ccccc12
59	0	0	2.4	10	1	3	2	COc1cccc2c1OCC(CN1CCN(C3CCCCC3)C(CCO)C1)=C2 (stereo not given)
60	-5	0	-0.6	4	-3	-22	-4	C[C@@H](C(=O)Nc1ccc2ccccc2c1)[C@H]1C[C@]1(C)[C@H](NC(=O)OCc1ccccc1)c1ccccc1
61	-4	4	-2.7	5	2	0	-2	Clc1ccc(-c2csc(N3CCSCC3)n2)cc1
62	·	3	-3.1	0	·	0	·	COc1ccc2c3c([nH]c2c1)[C@@H](CO)N(C(C)=O)CC31CN(C(C)=O)C1
63	·	·	-1.8	4	1	-8	3	CC[C@]1(C(=O)OC)[C@H]2C(=O)N(Cc3ccccc3)C(=O)[C@H]2[C@H]2CN=C(SCC3CC3)N21
64	-1	-2	4.0	5	-1	27*	-5	CC1CCCCN1C(=O)COC(=O)C1CCN(S(=O)(=O)c2ccc(Cl)c(C(F)(F)F)c2)CC1 (stereo not given)
65	-2	4	-1.9	5	4	1	0	COc1cc(NC(=O)c2ccc(CNc3c(N4CCCC4)c(=O)c3=O)cc2)cc(OC)c1OC
66	0	-3	-1.0	-2	7	13	0	CCOC(=O)C1(Cc2ccccc2C(F)(F)F)CCN(C2CCN(C(C)=O)CC2)CC1
67	-3	8	2.3	2	-2	20	·	COc1cc(-c2nc3ccc4ccccc4c3c3c2CCC3)ccc1O
68	-2	1	-1.9	-4	-3	0	-12	CC(=O)NCC1CCCN(C(=O)c2oc3c(F)cccc3c2C)C1 (stereo not given)
69	-3	-2	0.4	5	2	-3	·	COc1cccc(C#Cc2ccc([C@H]3[C@@H](CO)N4C(=O)CN(S(=O)(=O)c5ccccc5C)C[C@@H]34)cc2)c1
70	-2	3	-1.9	-2	0	-7	·	CC(=O)N1[C@H](CO)[C@H](c2ccccc2)[C@H]1CN(C(=O)c1ccccc1F)C(C)C
71	1	0	2.8	1	1	12	4[16.7 µM]	C/C=C/c1cnc2c(c1)C(=O)N([C@@H](C)CO)C[C@@H](C)[C@@H](CN(C)C(=O)NC1CCCC1)O2
72	-2	0	-4.2	-4	1	1	-2	N#Cc1cnc(SCC(=O)N2CCCC2)nc1N
73	-5	-7	0.0	4	1	-5	-5[16.7 µM]	CC(C)CC#Cc1cnc2c(c1)C(=O)N([C@@H](C)CO)C[C@H](C)[C@@H](CN(C)C(=O)Cc1cccnc1)O2
74	7	3	0.1	6	1	6	13	CCN1CCSc2ccc(C(=O)NCc3ccccc3C)cc21
75	6	1	0.8	2	1	4	-15[16.7 µM]	Cc1noc(C)c1NC(=O)N[C@H]1C=C[C@H](CC(=O)Nc2ccc(-c3ccccc3)cc2)O[C@H]1CO

Screening data as filed in PubChem BioAssay.
